F508del corr = correctors of CFTR F508del function in bronchial epithelial cells | CFBE cells, YFP halide quenching; stimulated with forskolin plus potentiator P3; % fluorescence drop versus neutral controls | AID 720511 | 350,000 compounds, 0.36% hits | activity (quench increase), % at 7.58 µM;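 active = mean added fluorescence quench of at least 8% versus neutral control, with both replicates also reaching 8%; inconclusive = only one of the mean or replicate conditions met; inactive = mean below 8% and not both replicates reaching 8%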;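 also: cells transiently co-express mutant CFTR-F508del with the halide-sensitive YFP; corrector assay measuring rescue of mutant channel to the surface after 24 h compound exposure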
DENV2 CPE rescue = protects cells from dengue virus 2 cytopathic effect; DENV2-infected cells, cytopathic effect rescue, plate reader; 350,000 compounds, 1.7% hits; CPE inhibition, % at 9.99 µM; in the data active = CPE inhibition above about 20%, passing the limit was not always enough; inconclusive = no clear call, values can overlap the other calls; tested in BHK-21 cells;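 also: 0% = median of neutral control wells and 100% = median of positive control wells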
PAX8 inh HTS = inhibitors of PAX8 transcriptional activity in RMG-I cells. 360,000 compounds, 1.2% hits. inhibition, % at 12.6 µM. AID 652154. RMG-I TPO-luciferase reporter, SteadyGlo, 24 h;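 active = mean replicate inhibition at least 60% with every replicate also reaching 60%; inconclusive = only one of the two criteria is met; inactive = mean below 60% and not all replicates reaching 60%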;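 also: luciferase light reporting Pax8 driven TPO promoter activity; plate controls were median of neutral control wells for no effect and mitoxantrone controls for full effect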
EWS-Fli block = inhibitors of EWS/Fli oncoprotein transcriptional activity | A673 NR0B1-luciferase reporter, viability-normalised | 350,000 compounds, 0.67% hits | inhibition, % at 12.6 µM;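 active = mean inhibition of at least 50% after viability correction, with every replicate also passing that limit; inconclusive = mean reaches 50% but only one of two replicates passes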;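 also: firefly luciferase signal divided by Alamar Blue viability fluorescence both relative to DMSO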
FN deposition inh = fibronectin deposition inhibition | AH1F fibroblasts, Alexa488-fibronectin deposition fluorescence, overnight | inhibition, % at 12.6 µM | 350,000 compounds, 0.086% hits;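 active = mean inhibition across replicates of 30% or more, regardless of how many single replicates reach that level; inconclusive = mean under 30% yet at least half of replicates reach 30%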;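 also: positive control wells lacked labelled fibronectin entirely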
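material = AH1F fibroblast monolayer depositing Alexa488-labelled fibronectin into matrix | amount = 10000 AH1F cells/well | buffer or medium = DMEM plus 2% serum, read in PBS | incubation = 1 h cell adhesion before compound, then overnight fibronectin incubation | detection = fluorescence at 485 nm excitation, 525 nm emission | evaluation = percent inhibition as loss of matrix-bound fibronectin fluorescence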
GSIS activator = primary screen for activators of insulin secretion dependent on glucose, INS-1E cells, GLuc reporter luminescence | INS-1E GLuc reporter insulin secretion, 2-3 h | activation, % at 16.6 µM | 370,000 compounds, 0.61% hits | AID 743287;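 active = lowest replicate activation of at least 40%, so every replicate reaches that level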;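 also: 0% = median of neutral control wells and 100% = median of IBMX positive control wells; some compounds called inactive have numbers as strong as hits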
miR-122 sensor = blocks miR-122 activity in Huh7 sensor cells; AID 602342; 340,000 compounds, 0.3% hits; activation (reporter increase), % at 12.5 µM; Huh7 miR-122 Renilla luciferase sensor, 48 h; neutral wells = 0, positive control = 100;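 active = mean replicate activation score at least 90 and every replicate individually at or above 90; inconclusive = only one of the two criteria met; inactive = neither criterion met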;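 also: higher luciferase means less miR-122 activity so hits act as miR-122 inhibitors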
* hit, by the source's call; ? = inconclusive; / = not tested or not shown; & = joins results of further samples; [ ] = another dose, or the depositor's remark.

item	Compound	GSIS activator	F508del corr	PAX8 inh HTS	DENV2 CPE rescue	FN deposition inh	EWS-Fli block	miR-122 sensor
1	Cc1noc(C)c1NC(=O)N(C)C[C@@H]1OCCCC[C@H](C)Oc2ccc(NS(C)(=O)=O)cc2C(=O)N([C@@H](C)CO)C[C@@H]1C	13	0.4	3	-1	/	0	8[16.7 µM]
2	CCS(=O)(=O)N[C@H]1C=C[C@@H](CC(=O)Nc2ccc(-c3ccccc3)cc2)O[C@H]1CO	/	1.3	-1	/	/	1	6[16.7 µM]
3	O=[N+]([O-])/C(C=Nc1ccccc1O)=C\Nc1ccccc1O	-38	0.9	21	-3	0	15	-3
4	Cc1cc(C)n(C(C)CNS(=O)(=O)c2ccc(Cl)cc2)n1 (stereo not given)	16	-0.8	1	12	-3	3	-1
5	C[C@H]1CN([C@@H](C)CO)C(=O)c2cc(C#CC(C)(C)O)cnc2O[C@H]1CN(C)C(=O)C1CCC1	1	-6.1	/	4	/	-5	-4[16.7 µM]
6	CC(Oc1ccc(Br)cc1)C(=O)Nc1cc(Cl)ccc1N1CCN(C)CC1 (stereo not given)	-20	5.3	13	?	-6	0	/
7	COc1cccc(-c2nn(-c3ccccc3)cc2C(=O)n2nnc3ccccc32)c1	/	/	11	/	-2	/	1
8	CCCc1ccc(C(O)c2ncc(-c3cccc(OC)c3)[nH]2)cc1 (stereo not given)	/	3.6	-9	-3	-2	-1	8
9	COc1ccc(C(=O)Nc2cc([N+](=O)[O-])ccc2N2CCCC2)cc1	-6	-3.1	-1	3	2	0	-7
10	CN(C)C(=O)C[C@@H]1CC[C@@H]2[C@H](COC[C@@H](O)CN2CC2CCOCC2)O1	19	2.4	-6	7	3	2	-2[16.7 µM]
11	CCOC(=O)c1c(C)[nH]c(C(=O)COC(=O)c2ccco2)c1C	/	-1.4	-23	10	/	-21	-13
12	N#Cc1cc([N+](=O)[O-])cnc1NCC(O)CO (stereo not given)	20	/	14	/	/	/	-2
13	Cc1ccc(N2C(=O)CC(Sc3nccc(C)n3)C2=O)cc1 (stereo not given)	6	2.3	-6	6	-3	1	-4
14	CSc1ncc(CN2CCc3c([nH]c4ccccc34)C2c2cccc(O)c2)cn1 (stereo not given)	/	0.6	7	0	0	0	/
15	COc1ccc2cc(C(=O)N3CCc4ccccc43)[nH]c2c1	-3	5.6	-83	?	1	-41	3
16	N#Cc1c(C(F)(F)F)cc(-c2cccc(Cl)c2)[nH]c1=O	/	/	3	/	2	/	-6
17	C[C@@H]1CN([C@@H](C)CO)C(=O)c2cc(NC(=O)NC3CCCCC3)ccc2O[C@@H]1CN(C)S(=O)(=O)c1cccs1	-21	-0.8	/	16	/	-6	18[16.7 µM]
18	Cc1sc2ncnc(N3CCC(C(=O)Nc4nc(-c5cccs5)cs4)CC3)c2c1C	5	-0.4	12	-3	9	-35	-20
19	COc1ccc(S(=O)(=O)Nc2ccc3oc(C)c(C(C)=O)c3c2)cc1	/	/	38	/	4	/	54
20	CC(=C/c1ccco1)/C=N/NC(=O)c1nnn(-c2nonc2N)c1CN(C)C	14	0.2	-2	1	3	-14	1
21	C[C@H]1CCCCO[C@@H](CN(C)S(=O)(=O)c2cn(C)cn2)[C@@H](C)CN([C@@H](C)CO)C(=O)c2cc(NC(=O)CCC(F)(F)F)ccc2O1	-2	-0.9	-8	0	/	-7	11[16.7 µM]
22	CCC(=O)N(CCN1CCOCC1)Cc1cc2cc3c(cc2nc1Cl)OCO3	-1	1.7	1	7	-13	4	/
23	CC(=O)c1ccc(NC(=O)N2CCN(c3cccc(Cl)c3)CC2)cc1	-10	/	-4	/	3	/	-2
24	O=C1C=CC2=C3c4cc(O)c(O)cc4CC3(O)COC2=C1O (stereo not given)	-17	-3.8	/	6	/	-2	2
25	CCC(C)(C(=O)NC1CCCC1)N(C(=O)c1ccccn1)c1ccccc1 (stereo not given)	/	/	-1	/	14	/	4
26	CSc1ccc(CCNC(=O)CCc2nnc3ccc(N4CCC5(CC4)OCCO5)nn23)cc1	-4	2.6	12	4	2	0	-7
27	Cc1cccc2nc(C(=O)Nc3cc(Cl)ccc3-n3cncn3)cn12	25	0.9	-13	/	3	-66	15
28	CC(Oc1ccccc1)C(=O)NC1CCCCCCC1 (stereo not given)	11	-2.3	-1	9	8	/	-1
29	CC(C)COC(=O)C1C(=O)CC(C)(O)C(C(=O)OCC(C)C)C1c1cccnc1 (stereo not given)	/	/	-1	/	-5	/	-2
30	CCCn1c(SCC(=O)Nc2ccccc2Cl)n[nH]c1=O	6	0.3	-13	-6	1	0	0
31	CCOC(=O)N1CCN(c2c(NCCCN3CCCCCC3)c(=O)c2=O)CC1	/	-1.6	-7	1	-1	-4	-3
32	O=C(NCCN1CCOCC1)c1cc(-c2cccc(O)c2)on1	13	0.4	-2	2	11	-20	-6
33	COc1ccc(C(=O)n2cc(C(=O)c3cc(C)ccc3O)cn2)cc1	-23	/	-44	/	3	/	-1
34	C[C@@H]1CN([C@@H](C)CO)C(=O)Cc2cc(NC(=O)Nc3ccc(F)cc3)ccc2O[C@@H]1CN(C)S(=O)(=O)c1cn(C)cn1	9	-1.8	-10	/	/	0	1[16.7 µM]
35	CCCNC(=O)c1ccc(C2SCC(=O)N2CCc2ccccc2)cc1 (stereo not given)	-6	2.9	40	/	-5	9	3
36	C/C(=N/NC(=O)CNC(=O)c1ccccn1)c1ccccc1	-5	0.2	-16	2	8	-11	/

Shown with one line to a screen: entries from further up.
26. CSc1ccc(CCNC(=O)CCc2nnc3ccc(N4CCC5(CC4)OCCO5)nn23)cc1
27. Cc1cccc2nc(C(=O)Nc3cc(Cl)ccc3-n3cncn3)cn12
28. CC(Oc1ccccc1)C(=O)NC1CCCCCCC1 (stereo not given)
29. CC(C)COC(=O)C1C(=O)CC(C)(O)C(C(=O)OCC(C)C)C1c1cccnc1 (stereo not given)
30. CCCn1c(SCC(=O)Nc2ccccc2Cl)n[nH]c1=O
31. CCOC(=O)N1CCN(c2c(NCCCN3CCCCCC3)c(=O)c2=O)CC1
32. O=C(NCCN1CCOCC1)c1cc(-c2cccc(O)c2)on1
33. COc1ccc(C(=O)n2cc(C(=O)c3cc(C)ccc3O)cn2)cc1

entry no.,26,27,28,29,30,31,32,33
GSIS activator,-4,25,11,/,6,/,13,-23
F508del corr,2.6,0.9,-2.3,/,0.3,-1.6,0.4,/
PAX8 inh HTS,12,-13,-1,-1,-13,-7,-2,-44
DENV2 CPE rescue,4,/,9,/,-6,1,2,/
FN deposition inh,2,3,8,-5,1,-1,11,3
EWS-Fli block,0,-66,/,/,0,-4,-20,/
miR-122 sensor,-7,15,-1,-2,0,-3,-6,-1

34. C[C@@H]1CN([C@@H](C)CO)C(=O)Cc2cc(NC(=O)Nc3ccc(F)cc3)ccc2O[C@@H]1CN(C)S(=O)(=O)c1cn(C)cn1
35. CCCNC(=O)c1ccc(C2SCC(=O)N2CCc2ccccc2)cc1 (stereo not given)
36. C/C(=N/NC(=O)CNC(=O)c1ccccn1)c1ccccc1

entry no.,34,35,36
GSIS activator,9,-6,-5
F508del corr,-1.8,2.9,0.2
PAX8 inh HTS,-10,40,-16
DENV2 CPE rescue,/,/,2
FN deposition inh,/,-5,8
EWS-Fli block,0,9,-11
miR-122 sensor,1[16.7 µM],3,/

Further entries:
item	Compound	GSIS activator	F508del corr	PAX8 inh HTS	DENV2 CPE rescue	FN deposition inh	EWS-Fli block	miR-122 sensor
37	C=CC[C@@H](CC(=O)OC(C)(C)C)C(=O)OC[C@@H]1CCCN1C(=O)[C@H](CC=C)CC(=O)NCCO	-1	-6.2	-10	-6	3	5	/
38	C[C@@H]1CN([C@@H](C)CO)C(=O)c2cccc(NS(=O)(=O)c3ccc(Cl)cc3)c2O[C@H]1CN(C)C	13	-1.3	4	-5	-1	-4	2[16.7 µM]
39	Cc1cc(C)nc(Nc2cccc(Cl)c2)n1	5	2.2	-2	0	-8	-36	6
40	O=C(N/N=C/c1ccc[nH]1)c1ccccc1[N+](=O)[O-]	18	/	-4	/	4	/	/
41	COC(=O)[C@]1(Cc2ccccc2)N[C@H](CN(C)S(=O)(=O)c2ccc(F)cc2)[C@@H]2C(=O)N(C)C(=O)[C@@H]21	0	-2.3	-12	-6	-3	5	-5
42	C[C@H](CO)N1C[C@H](C)[C@@H](CN(C)S(=O)(=O)c2ccccc2)Oc2c(NC(=O)Nc3ccc4c(c3)OCO4)cccc2C1=O	-12&0	-2.5&-0.2	-4&12	-8&3	4	-5&-2	17
43	CCc1cccc2c(C(=O)COC(=O)/C=C/c3ccc(O)c(OC)c3)c[nH]c12	-10	/	13	/	-5	/	-3
44	COc1ccc(Cl)cc1C(=O)NCCN1CCOCC1	/	-0.1	13	0	4	3	6
45	O=C(OCC(=O)N1CCc2ccccc2C1)c1cc(=O)[nH]c2ccccc12	17	-0.5	-26	-10	0	-5	-6
46	c1ccc2c(c1)Nc1nccnc1S2	13	-1.9	/	-3	-9	-49	/
47	O=S(=O)(Nc1ccc(S(=O)(=O)N2CCOCC2)cc1)c1ccc(Br)cc1	-4	-1.7	-17	5	1	6	/
48	O=C(C[C@H]1CC[C@H]2[C@@H](COC[C@H](O)CN2Cc2ccc(Cl)cc2)O1)NCc1ccccc1Cl	-23	0.3	10	-4	-5	5	-2[16.7 µM]
49	CCC(C)N1CNc2c(c(=O)[nH]c(=S)n2-c2cccc(C)c2)C1 (stereo not given)	3	-1.4	3	-3	/	-6	2
50	Cc1ccnc(SCC(=O)c2ccc(Br)cc2)c1C#N	-15	/	-5	/	10	/	/
51	Cc1cccc(OCC(=O)Nc2ccc(C(=O)Nc3ccccc3C(=O)O)cc2)c1	-2	1.6	0	-3	2	7	-3
52	C[C@H](CO)N1C[C@H](C)[C@@H](CN(C)C(=O)Nc2ccc(F)cc2)Oc2ccc(NC(=O)CCCCCC(=O)Nc3ccccc3N)cc2C1=O	-13	0.6	-1	-8	/	-7	/
53	CCC(C(=O)Nc1ccc2c(c1)OCCO2)c1ccccc1 (stereo not given)	-13	1.2	4	/	-1	-5	/
54	C[C@H]1CN([C@@H](C)CO)S(=O)(=O)c2ccc(-c3cncnc3)cc2O[C@@H]1CN(C)Cc1cccnc1	12	3.5	/	-7	/	-18	-3[16.7 µM]
55	Cn1c(=O)cc(OCCCC(=O)NCc2ccc(F)cc2Cl)c2ccccc21	-10	-2.6	-12	7	-5	-5	/
56	O=C(NCCc1c[nH]c2ccccc12)c1cnc2sccn2c1=O	/	-0.6	-139	-6	-3	-97	1
57	O=C1Nc2ccccc2C1(O)c1ccccc1 (stereo not given)	-3	4.4	-28	-5	-3	5	5
58	CC(=O)c1cccc(NC(=O)NNC(=O)c2ccc(-c3ccccc3)cc2)c1	-7	-1.9	14	-9	-2	4	/
59	N#C[C@H]1[C@@H](c2ccccc2C2=CCCC2)[C@@H](CO)N1C(=O)CN1CCOCC1	-6	-3.9	/	3	-13	1	/
60	Cn1c2c(c(=O)n(C)c1=O)C(CC(=O)Nc1ccc(F)cc1)C(=O)N2 (stereo not given)	-4	1.5	23	-6	-7	-10	/
